Bioassay records (PubChem)
VLA-4 inh: inhibition in human VLA-4 binding assay, primary screen, VLA-4 allosteric modulator project, MLPCN library, flow cytometry, VLA-4 expressing cells; actives 0.2% (n = 330,000); ligand binding flow cytometry; Integrin alpha-4 (Homo sapiens), P13612; inhibition, % (about 7 µM as worked out from the volumes in the protocol); in the data active means inhibition above about 50%
MCL1 BIM primary: inhibitors of MCL1 binding to BIM-BH3, primary screen, biochemical, fluorescence polarization; Induced myeloid leukemia cell differentiation protein Mcl-1 (Homo sapiens), Q07820; GST-MCL1 / FITC-Bim-BH3 fluorescence polarization; inhibition, % at 10.9 µM; actives 0.68% (n = 320,000); AID 2057, 2009;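 active means inhibition above the mean inhibition of all tested compounds plus 3 SD, set per campaign, cut at about 40% in these data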;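 further: 0% = DMSO wells and 100% = unlabeled Bim-BH3 peptide control; higher means more loss of mP so more displacement of Bim peptide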
Target sequence (Q07820 whole entry, looked up): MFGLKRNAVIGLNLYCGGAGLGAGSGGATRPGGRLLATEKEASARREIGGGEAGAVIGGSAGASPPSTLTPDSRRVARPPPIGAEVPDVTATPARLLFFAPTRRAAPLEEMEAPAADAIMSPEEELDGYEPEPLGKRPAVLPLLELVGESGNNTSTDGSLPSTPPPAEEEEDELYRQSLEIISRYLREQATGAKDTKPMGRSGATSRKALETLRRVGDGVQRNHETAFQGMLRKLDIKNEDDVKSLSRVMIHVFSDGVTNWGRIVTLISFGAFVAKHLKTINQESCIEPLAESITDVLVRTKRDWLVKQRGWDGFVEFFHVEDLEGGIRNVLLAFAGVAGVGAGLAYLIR
Bcl-xL primary: inhibitors of human Bcl-xL, primary screen, biochemical, fluorescence polarization, HTS. AID 2129, 2009. GST-Bcl-xL / FITC-Bim BH3 peptide fluorescence polarization. Bcl-2-like protein 1 (Homo sapiens), Q07817. inhibition, % at 10.9 µM. actives 0.7% (n = 320,000);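 active means inhibition above the mean of all tested compounds plus 3 SD, cutoff set per campaign, cut at about 30% in these data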;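 further: 0% = DMSO wells and 100% = unlabeled Bim-BH3 peptide competitor; inhibitors lower millipolarization by displacing the labeled peptide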
Fam108B inh: mouse Fam108B serine hydrolase inhibitors, primary screen, counter-screen for RBBP9 inhibitor project, biochemical, fluorescence polarization | recombinant Fam108B, FP-Rh probe fluorescence polarization | inhibition, % at 9.51 µM | actives 0.33% (n = 300,000) | AID 1947, 2009;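 active means inhibition above the screen mean inhibition plus 3 SD, computed separately per campaign, cut at about 18% in these data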;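 further: inhibitors lower polarization as less probe binds the enzyme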
CIT2 TOR yeast: modulators of CIT2-GFP expression in yeast, primary screen, S. cerevisiae, GFP fusion, multiplex flow cytometry, MLPCN library. S. cerevisiae CIT2-GFP strain, 3 h; 100 means same as DMSO wells. actives 0.065% (n = 320,000). GFP response vs DMSO, % at 10 µM;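 active means GFP response relative to DMSO above a set limit, near the screen mean plus 3 SD, cut at about 150% in these data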;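 further: ratio of well median GFP fluorescence to mean of DMSO wells on the plate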
AGP1-GFP MLPCN: modulators of AGP1-GFP expression in yeast TOR pathway, primary screen, cell-based, multiplex flow cytometry, S. cerevisiae, MLPCN library; 3 h; GFP as percent of DMSO wells; GFP response vs DMSO, % at 10 µM; actives 0.02% (n = 320,000); AID 2066, 2009;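 active means GFP response relative to DMSO above a set limit, near screen average plus 3 SD, cut at about 150% in these data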;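 further: median GFP channel fluorescence of the gated AGP1 strain per well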
MEX-5 binding: MEX-5 zinc finger RNA-binding disruptors – biochemical, C. elegans, fluorescence polarization, MLPCN library, primary screen | activity score (negative = inhibition of binding), % at 10 µM | AID 1832, 2009 | actives 0.38% (n = 300,000) | MEX-5/FITC-TCR2 RNA binding; active compounds read low;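 active means inhibition past about -25% in most replicates, and total fluorescence under double the plate's negative control median, limit read from the data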;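 further: 0% = DMSO and -100% = 5 µM competing unlabeled TCR2 RNA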
GLD-1 RNA inh: GLD-1/TGE RNA complex disruptors, primary screen, biochemical, fluorescence polarization | Female germline-specific tumor suppressor gld-1 (Caenorhabditis elegans), Q17339 | AID 2280, 2010 | purified GLD-1 + fluorescein TGE RNA | inhibition, % at 5.96 µM | actives 0.44% (n = 320,000);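 active means percent inhibition above a per-plate cutoff, the plate mean of test compounds plus 3 SD, cut at about 30% in these data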;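 further: 0% = DMSO wells with GLD-1 and probe and 100% = wells lacking GLD-1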
GRK2 inh: compounds blocking aptamer binding on GRK2 – biochemical, human GRK2, bead flow cytometry, HTS, primary screen; Beta-adrenergic receptor kinase 1 (Homo sapiens), P25098; FAM-aptamer displacement from GRK2; inhibition of aptamer binding, % at 10 µM; actives 0.59% (n = 330,000);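 active means inhibition of aptamer binding above 40%, roughly 3 SD of noise, on plates passing a quality check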;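 further: median bead fluorescence of bound FAM aptamer so fluorescent compounds give negative values; no value below 0 was filed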
Target sequence (P25098 whole entry, looked up): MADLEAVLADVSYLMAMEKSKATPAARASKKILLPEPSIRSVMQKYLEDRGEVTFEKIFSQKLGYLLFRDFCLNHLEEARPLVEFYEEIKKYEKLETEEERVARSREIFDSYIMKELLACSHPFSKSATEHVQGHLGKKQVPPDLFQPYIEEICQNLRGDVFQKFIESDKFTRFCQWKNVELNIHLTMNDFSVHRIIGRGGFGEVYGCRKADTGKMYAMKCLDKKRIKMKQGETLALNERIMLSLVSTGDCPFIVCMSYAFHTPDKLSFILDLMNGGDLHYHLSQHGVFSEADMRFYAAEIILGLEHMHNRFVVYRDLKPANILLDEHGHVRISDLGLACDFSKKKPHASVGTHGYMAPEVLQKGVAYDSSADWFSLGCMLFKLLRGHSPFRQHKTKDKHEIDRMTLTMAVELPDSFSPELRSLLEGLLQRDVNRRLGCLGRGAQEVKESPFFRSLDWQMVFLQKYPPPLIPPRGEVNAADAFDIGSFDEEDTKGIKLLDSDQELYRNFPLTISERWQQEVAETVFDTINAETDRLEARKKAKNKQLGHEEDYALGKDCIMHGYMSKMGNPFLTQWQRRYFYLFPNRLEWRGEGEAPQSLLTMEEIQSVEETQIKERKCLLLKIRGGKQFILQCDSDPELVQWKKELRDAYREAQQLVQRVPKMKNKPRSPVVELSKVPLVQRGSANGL
* hit, by the source's call; / = no result given.

no.	SMILES	CIT2 TOR yeast	MEX-5 binding	GRK2 inh	MCL1 BIM primary	AGP1-GFP MLPCN	VLA-4 inh	GLD-1 RNA inh	Fam108B inh	Bcl-xL primary
1	O=C(CCn1c(=O)oc2ccc(Cl)cc21)N1CCN(c2ccccc2)CC1	108	-1.1	3	2	102	16	0	-1	4
2	CC1CCc2c(sc(NC(=O)CSc3nc4c(c(C(F)(F)F)n3)CCc3ccccc3-4)c2C(N)=O)C1 (centres undefined)	/	3.3	0	0	/	11	4	-1	-1
3	COc1ccc(CNC(=O)c2cnc(C)cn2)c(OC)c1	98	0.1	32	4	101	4	8	-1	5
4	CC1(C)CC(OC(=O)c2ccccc2)CC(C)(C)N1	92	1.6	8	-1	99	26	5	-5	-2
5	COc1ccc(-c2cc3ccccc3oc2=O)cc1	85	-2.8	2	-5	92	-1	1	-2	2
6	C/C(=N/NC(=O)CNC(=O)COc1ccccc1)c1ccco1	103	1.6	7	10	108	0	7	-1	3
7	C=CCOc1ccc(CNc2nccs2)cc1OCC	96	-1.3	3	10	89	-6	3	7	7
8	COc1ccc(-c2nc(C)ncc2-c2csc(C)n2)c(O)c1	101	-2.1	0	1	101	-22	3	0	5
9	CCOC(=O)CSC1=C(C#N)C(c2ccccc2OCC)C(C(=O)OCC)C(=O)N1 (centres undefined)	79	0.1	1	8	85	7	5	4	3
10	O=C(CCN1C(=O)c2ccccc2C1=O)Nc1cccc(F)c1	92	0.6	0	1	98	4	-9	0	2
11	CCOC(=O)C(C(=O)OCC)c1c([N+](=O)[O-])c(=O)n2c3c(cccc13)CCC2	89	3.3	3	15	91	3	-2	-2	22
12	Cc1cc(=O)oc2cc(OCC(=O)NCC3CCC(C(=O)O)CC3)ccc12 (centres undefined)	95	1.0	4	2	101	0	5	-1	-1
13	O=C(Cc1ccccc1)N1CCC2(CC1)NCCc1[nH]cnc12	109	0.0	4	0	108	0	3	1	2
14	O=C(c1nc2ccc(Cl)cn2c1CNCC[C@@H]1C[C@@H]2C=C[C@H]1C2)N1CCCCCCC1	105	2.7	0	2	104	27	2	4	1
15	CCNC(=O)COC(=O)c1cc(=O)[nH]c2ccccc12	100	0.6	3	1	102	5	-4	2	1
16	COc1ccc(C2=NN(C(=O)CSc3ncccn3)C(c3ccc(OC)cc3)C2)cc1 (centres undefined)	95	3.9	1	7	95	3	4	2	6
17	CCOC(=O)N1CCC(Nc2cc(C)nc3c(-c4ccccc4OC)c(C)nn23)CC1	97	-1.2	3	6	96	7	3	2	2
18	O/N=C/c1ccc2ccccc2n1	100	-6.5	1	3	111	27	0	1	2
19	COc1ccc(C(CC(=O)Nc2ccccn2)N2Cc3ccccc3C2=O)cc1 (centres undefined)	107	0.6	2	0	102	5	0	-7	2
20	CCOC(=O)C(C)Sc1nc(-c2cccs2)ccc1C#N (centres undefined)	98	2.5	0	4	102	-3	-1	-4	0
21	CCCN(C(=O)c1cc(Cl)nc2ccccc12)c1c(N)n(Cc2ccccc2)c(=O)[nH]c1=O	90	/	0	-2	91	-9	-1	/	-1
22	C[C@@H]1CN([C@H](C)CO)C(=O)c2cc(NS(=O)(=O)c3cn(C)cn3)ccc2O[C@H]1CN(C)C(=O)Nc1ccccc1	96	/	0	/	97	3	10	/	/
23	Cc1cnc(C(=O)OCC(=O)NCc2ccccc2)cn1	94	2.7	1	3	102	9	5	-4	3
24	O=C(C[C@@H]1C/C=C\C[C@H](Cc2ccc(F)cc2)C(=O)OC[C@H]2CCCN2C1=O)N[C@H](CO)Cc1ccccc1	98	/	0	/	99	7	3	/	/
25	O=C(Nc1ccnc(-c2ccncc2)n1)c1ccc(Cl)cc1	103	-1.9	0	10	100	4	8	5	5
26	CC(NS(=O)(=O)c1ccc(N)cc1)C1CC2CCC1C2 (centres undefined)	115	3.4	0	0	107	-6	0	-3	0
27	Cc1ccccc1Cn1c(-c2ccc(=O)[nH]c2)nc2ccccc21	105	1.7	0	3	109	-5	-20	2	1
28	CCN(c1ccccc1)S(=O)(=O)c1ccc(N)cc1	105	2.5	3	-4	102	23	1	1	1
29	COc1ccc(NC(=O)c2ccc(-n3nc(C)cc3C)cc2)cc1OC	101	-0.2	2	5	112	-4	-1	0	4
30	Brc1ccc(-c2csc(Nc3nc(-c4ccc(Br)cc4)cs3)n2)cc1	93	0.8	2	14	92	-6	-4	50*	4
31	CN/N=C/c1ccc(C#N)cc1	102	2.8	1	-2	103	-2	14	-3	-3
32	COc1ccc(-c2cc(C(F)F)n3ncc(C(=O)NCCCN4CCCC4=O)c3n2)cc1	95	-1.3	0	-1	99	4	0	1	6
33	CCOc1ccc2sc(NS(=O)(=O)c3ccc(OC)c(OC)c3)nc2c1	102	0.5	2	29	107	-1	9	6	64*
34	CCN(CC)C(=O)C(Oc1ccc(C)nc1[N+](=O)[O-])c1ccccc1 (centres undefined)	110	-0.8	2	-5	109	15	5	3	-1
35	O=c1cc(Cl)[nH]n(-c2ccccc2)c1=O	97	0.1	0	4	110	15	-2	1	1
36	O=C(COC(=O)c1cncc(Br)c1)NCc1ccc(F)cc1	99	0.2	3	6	90	13	8	-1	1
37	Cc1onc(-c2ccccc2)c1C(=O)N/N=C/c1cc2c(cc1Cl)OCO2	112	5.7	3	2	108	-3	1	-4	-4
38	O=c1[nH]c(CSc2cccc[n+]2[O-])nc2ccccc12	103	-0.4	1	-10	107	4	4	5	7
39	CC1OC(C)(C)OC1C1CNc2nc(NC(=O)C(C)(C)C)[nH]c(=O)c2N1C(=O)c1cccnc1 (centres undefined)	101	0.7	0	0	103	3	13	0	1
40	CC(C)CNC(=O)CN1c2cccc3cccc(c23)S1(=O)=O	101	0.5	2	-2	104	1	9	-2	2
41	Cc1ccc(C(=O)N[C@H](C(=O)Nc2sccc2C(N)=O)C(C)C)cc1	97	-0.9	0	-2	94	7	1	-3	-1
42	O=c1c(-c2ccc3c(c2)OCCO3)coc2cc(OC3OC(CO)C(O)C(O)C3O)ccc12 (centres undefined)	115	0.1	3	-1	111	7	6	0	2
43	CC(C)Cn1c(SCC(=O)c2c(N)n(C)c(=O)n(C)c2=O)nc2ccccc21	89	-0.6	2	-8	97	13	-9	-6	-6
44	COC(=O)C1=C(C(=O)OC)[C@]2([C@H]3CCCCN[C@@H](Cc4ccccc4)C(=O)N3Cc3ccccc3)C=C[C@H]1O2	103	/	6	/	111	4	4	/	/
45	COc1ccc(Cl)cc1S(=O)(=O)NCc1cccnc1	/	-0.2	0	3	110	5	-3	-1	7
46	CCc1c(C)sc(NC(=O)c2ccoc2C)c1C(N)=O	98	0.2	0	16	96	16	2	0	15
47	CC(=O)Nc1ccc(NC(=O)COC(=O)[C@@H]2CCCN2C(=O)c2cccs2)cc1	108	/	0	/	103	-7	-1	/	/
48	O=C(Nc1cccn(Cc2ccccc2Cl)c1=O)NC1CCCCC1	90	-2.1	1	4	95	5	13	-1	1
49	COc1ccc(/C=N/N=C/c2ccc(OC)c(OC)c2)cc1OC	89	-0.3	1	-6	103	-1	3	-1	-1
50	c1ccc(CN2CCN(Cc3c[nH]c4ccccc34)CC2)cc1	90	-0.3	0	13	95	4	3	-2	7
51	Cc1ccc(S(=O)(=O)CCC(=O)N2CCN(c3ccccc3O)CC2)cc1	102	/	0	/	97	-7	5	/	/
52	COc1cccc(/C=N\NC(=O)c2ccc(C)nc2)c1	109	0.4	1	8	108	-11	-5	-3	-2
53	COc1ccccc1OCc1ccc(C(=O)N2CCN3CCCC3C2)cc1 (centres undefined)	95	-1.3	0	5	93	6	0	-8	2
54	Cc1cccc(C)c1NC(=O)COC(=O)Cc1ccsc1	102	-2.1	7	4	99	8	-5	0	-1
55	CC(C)CCn1c(NCCc2ccccc2)nc2c1c(=O)n(C)c(=O)n2C	97	-0.3	1	1	105	0	7	2	2
56	CN(Cc1ccccc1)S(=O)(=O)c1ccc2c(c1)n(C)c(=O)n2C	107	2.6	0	0	108	1	9	-3	1
57	Cc1c(C(=O)Nc2nnc(C3CC3)s2)oc2ccccc12	81	/	3	0	88	1	1	/	5
58	Cc1cccc2cc(CN(Cc3nnnn3Cc3ccco3)C3CCCC3)c3nnnn3c12	96	3.6	1	-3	99	12	0	-7	-1
59	CCCC(C(=O)NC1CCCCC1)N(CC1CCCO1)C(=O)CNS(=O)(=O)c1ccc(F)cc1 (centres undefined)	97	-0.4	0	4	100	4	9	-3	4

Compounds listed so far containing a Cl atom, in the order listed:
no.	SMILES	CIT2 TOR yeast	MEX-5 binding	GRK2 inh	MCL1 BIM primary	AGP1-GFP MLPCN	VLA-4 inh	GLD-1 RNA inh	Fam108B inh	Bcl-xL primary
1	O=C(CCn1c(=O)oc2ccc(Cl)cc21)N1CCN(c2ccccc2)CC1	108	-1.1	3	2	102	16	0	-1	4
14	O=C(c1nc2ccc(Cl)cn2c1CNCC[C@@H]1C[C@@H]2C=C[C@H]1C2)N1CCCCCCC1	105	2.7	0	2	104	27	2	4	1
21	CCCN(C(=O)c1cc(Cl)nc2ccccc12)c1c(N)n(Cc2ccccc2)c(=O)[nH]c1=O	90	/	0	-2	91	-9	-1	/	-1
25	O=C(Nc1ccnc(-c2ccncc2)n1)c1ccc(Cl)cc1	103	-1.9	0	10	100	4	8	5	5
35	O=c1cc(Cl)[nH]n(-c2ccccc2)c1=O	97	0.1	0	4	110	15	-2	1	1
37	Cc1onc(-c2ccccc2)c1C(=O)N/N=C/c1cc2c(cc1Cl)OCO2	112	5.7	3	2	108	-3	1	-4	-4
45	COc1ccc(Cl)cc1S(=O)(=O)NCc1cccnc1	/	-0.2	0	3	110	5	-3	-1	7
48	O=C(Nc1cccn(Cc2ccccc2Cl)c1=O)NC1CCCCC1	90	-2.1	1	4	95	5	13	-1	1

2 compounds from above with just Bcl-xL primary, GLD-1 RNA inh and MCL1 BIM primary:
| item | SMILES | Bcl-xL primary | GLD-1 RNA inh | MCL1 BIM primary |
| --- | --- | --- | --- | --- |
| 33 | CCOc1ccc2sc(NS(=O)(=O)c3ccc(OC)c(OC)c3)nc2c1 | 64* | 9 | 29 |
| 34 | CCN(CC)C(=O)C(Oc1ccc(C)nc1[N+](=O)[O-])c1ccccc1 (centres undefined) | -1 | 5 | -5 |
